High-throughput results deposited in PubChem BioAssay by National Center for Advancing Translational Sciences (NCATS).
TrxR1 substrate: substrates of rat thioredoxin reductase 1; O89049; purified TrxR1 substrate turnover, NADPH consumption readout; Potency, µM (top dose mostly 114 µM), for inactives: top-dose activity change, negative = substrate turnover; 390,000 tested, 0.01% active; AID 588456; note: potency is the fitted concentration of half-maximal effect; % is set by controls: 0 for no effect and ±100 for the full control effect; nearly all actives have a fitted effect of over 50% in size
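Rat TrxR1, dispensed at 90 nM, was prereduced with 400 uM NADPH (final) for 5 min at ~22 deg C, then incubated with compound 15 min before 400 uM selenite. A first-read NADPH fluorescence drop versus no-compound background flagged substrates.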
TRHR agonist: TRH receptor (human) agonism | TRHR cells, calcium flux fluo-8, FDSS agonist mode | activation, % at 2 µM | 360,000 tested, 0.18% active; in the data active = activation above about 30%; note: 0% is about no effect
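TRHR-expressing cells, plated overnight in medium with 10% serum, were loaded with fluo-8 calcium dye at room temperature. After a 10 s baseline, library compound was pin-added and calcium release was recorded kinetically (ex 480/em 530) as agonist response.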
TRHR PAM: allosterically enhances the human TRH receptor; P34981; TRHR cells, fluo-8 calcium fluorescence, EC20 TRH enhancement; enhancement, % at 2 µM; 360,000 tested, 0.66% active; in the data active = enhancement above about 30%; note: 0% is about no effect
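TRHR-expressing cells loaded with fluo-8 calcium dye were read kinetically (ex 480/em 530) during compound addition, then stimulated with an EC20 of TRH (10 nM final). Enhancement of the Gq-mediated intracellular calcium response was scored.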
D2 antag: antagonists of human D2 dopamine receptor | P14416 | HEK293 TREx D2 cells, calcium flux, dopamine EC80 | inhibition, % at 10 µM | 340,000 tested, 2% active | AID 485344; in the data active = inhibition above about 30%; note: 0% is about no effect
Target sequence (P14416 whole entry, looked up): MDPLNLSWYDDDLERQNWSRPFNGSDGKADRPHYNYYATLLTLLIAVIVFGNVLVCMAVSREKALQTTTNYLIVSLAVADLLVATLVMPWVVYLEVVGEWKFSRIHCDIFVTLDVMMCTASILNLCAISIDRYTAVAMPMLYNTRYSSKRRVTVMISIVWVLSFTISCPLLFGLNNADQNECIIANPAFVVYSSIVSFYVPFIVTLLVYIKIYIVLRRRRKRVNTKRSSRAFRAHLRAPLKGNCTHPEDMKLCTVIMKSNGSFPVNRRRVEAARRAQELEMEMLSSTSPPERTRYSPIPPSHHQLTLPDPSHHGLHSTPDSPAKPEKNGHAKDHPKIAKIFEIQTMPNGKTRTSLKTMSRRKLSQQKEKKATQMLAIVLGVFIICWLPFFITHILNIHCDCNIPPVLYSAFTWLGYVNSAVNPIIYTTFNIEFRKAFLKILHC
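Read-out: kinetic calcium fluorescence (1 cycle/s) in inducible HEK293 T-REx D2 cells after an EC80 dopamine addition that followed 180 s compound preincubation. Loss of the dopamine response indicates antagonism.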
D2 agonist: D2 dopamine receptor (human) agonism | activation, % at 2 µM | AID 485358 | 340,000 tested, 0.53% active | HEK293 T-REx D2 cells, calcium flux agonist mode | P14416;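 active = activation over 3 SD above normal in the single-dose calcium agonist read, cut at about 30% in these data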; note: 0% is about no effect
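Tetracycline-induced HEK293 Trex cells with D2 receptor force-coupled to calcium signaling, plated overnight at 30 C and loaded with no-wash calcium dye. Calcium flux read kinetically for 180 s after compound addition; responses flag agonists.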
mIDH1 inhibitor: inhibitors of human mutant IDH1 R132H | Potency, µM (doses to about 76.6 µM), without a hit: top-dose activity change, negative = inhibition, usual class: inhibitors | 390,000 tested, 0.093% active | IDH1-R132H enzyme, NADPH consumption, diaphorase/resazurin fluorescence | O75874; note: potency is the fitted concentration of half-maximal effect; % is set by controls: 0 for no effect and ±100 for the full control effect; nearly all actives have a fitted effect of over 65% in size
Target sequence (O75874 whole entry R132H, stated change not applied): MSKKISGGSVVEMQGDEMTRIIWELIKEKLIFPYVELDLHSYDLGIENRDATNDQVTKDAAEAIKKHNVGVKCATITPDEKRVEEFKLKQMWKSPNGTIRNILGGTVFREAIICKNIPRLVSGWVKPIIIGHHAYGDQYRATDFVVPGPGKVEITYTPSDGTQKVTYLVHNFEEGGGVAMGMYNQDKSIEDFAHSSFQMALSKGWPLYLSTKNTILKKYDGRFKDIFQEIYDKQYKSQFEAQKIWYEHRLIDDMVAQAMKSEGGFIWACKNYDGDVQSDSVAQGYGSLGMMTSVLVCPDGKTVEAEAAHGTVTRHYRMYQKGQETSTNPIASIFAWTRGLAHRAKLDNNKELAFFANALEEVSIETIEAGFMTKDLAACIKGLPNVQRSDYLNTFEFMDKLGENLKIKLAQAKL
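IDH1-R132H (0.5 ug/mL dispensed) in pH 7.5 Tris buffer was preincubated 30 min with compound, then given a substrate mix of 0.016 mM NADPH and 2 mM alpha-KG for 80 min at room temperature; remaining NADPH was read by diaphorase/resazurin fluorescence.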
rTrxR1 inhibitor: blocks rat thioredoxin reductase 1; 390,000 tested, 1% active; AID 588453; O89049; Potency, µM (top dose mostly 114 µM), for inactives: top-dose activity change, negative = inhibition, hits mostly inhibitors; recombinant rTrxR1, NADPH fluorescence consumption, selenite substrate; note: potency is the fitted concentration of half-maximal effect; % is set by controls: 0 for no effect and ±100 for the full control effect; nearly all actives have a fitted effect of over 65% in size
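Rat TrxR1 (90 nM in the dispensed reagent) was pre-reduced with 400 uM NADPH for 5 min at room temperature, then incubated with compound for 15 min. After 400 uM selenite was added, NADPH fluorescence (Ex 340/Em 450 nm) was followed for 8 min.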
Pin1 inhibitor: human Pin1 inhibition. Potency, µM (series often up to 115 µM), for the others: at the top dose activity, negative = inhibition, usual class: inhibitors. 390,000 tested, 0.009% active. Q13526. Pin1 FP peptide displacement, HiFluor488, 10 min. AID 504891; active = well fitted inhibition curve with a large enough effect in the polarisation, with a control signal flat, not every such curve was filed as active; inconclusive = small, poorly fitted or top-dose-only effect, or effect the other way, or a change in a side signal; inactive = no such curve, though single readings can be large or run the other way; the % refers to the polarisation; note: potency is the fitted concentration of half-maximal effect; % is set by controls: 0 for no effect and ±100 for the full control effect
Target sequence (Q13526 whole entry, looked up): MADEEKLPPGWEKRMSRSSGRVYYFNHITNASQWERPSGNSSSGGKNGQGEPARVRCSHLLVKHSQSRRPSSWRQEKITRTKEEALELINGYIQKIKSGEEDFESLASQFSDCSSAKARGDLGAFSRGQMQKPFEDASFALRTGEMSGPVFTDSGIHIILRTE
USP1 inh: inhibitors of human USP1/UAF1 deubiquitinase; O94782; recombinant USP1/UAF1, Ub-Rhodamine cleavage fluorescence; Potency, µM (series often up to 57.1 µM), inactives show top-dose activity change, negative = inhibition, actives largely listed as inhibitors; 390,000 tested, 0.23% active; note: potency is the fitted concentration of half-maximal effect; % is set by controls: 0 for no effect and ±100 for the full control effect; nearly all actives have a fitted effect of over 60% in size; inactives centre near -12
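Step one: compound is pinned into 1nM USP1/UAF1 in HEPES pH 7.8 buffer with TCEP. Step two: 15 min room-temperature incubation. Step three: Ub-Rho (150nM final) starts cleavage, tracked by fluorescence over six one-minute reads.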
* hit, by the source's call; ? = inconclusive; . = no result given; & = joins results of further samples; [ ] = dose if it differs, or a comment. Unless noted, calls come from the whole dose curve; as a rule, active = well fitted inhibition curve with a large enough effect; inconclusive = small, poorly fitted or top-dose-only effect; inactive = no such curve, though single readings can be large or run the other way. Some of the compounds tested. The share of hits here may be higher or lower than overall.

SMILES	TrxR1 substrate	TRHR agonist	TRHR PAM	D2 antag	D2 agonist	mIDH1 inhibitor	rTrxR1 inhibitor	Pin1 inhibitor	USP1 inh
CCOC(=O)CNC(=O)CN1C(=O)CC(c2ccccc2)S(=O)(=O)c2ccccc21 (stereo not given)	-12%[57.1 µM]	0.3	-1	8	-0.4	2%	8%[57.1 µM]	-6%	-6%
COc1ccc(-c2c(C)nn3c(C(F)(F)F)cc(-c4ccc(Br)cc4)nc23)cc1	3%	0.6	-2	.	3.3	.	4%	-2%	-4%
C=CCSc1ncc(C#N)c(N)n1	6%	-0.1	-3	7	-0.7	2%	11%	11%	-16%
O=C(c1ccoc1)N1CCCC(N2CCN(c3cccc(Cl)c3)CC2)C1 (stereo not given)	0%	-0.5	-8	-10	9.0	10%	-3%	-2%	-11%
COc1ccc(C2C(C(C)=O)=C(O)C(=O)N2C)c(OC)c1 (stereo not given)	-14%	0.5	-6	4	-0.4	7%	-6%	4%	-16%
O=C(NC1CCCCC1)C(c1ccco1)N(Cc1cccnc1)C(=O)C1COc2ccccc2O1 (stereo not given)	-8%	-0.4	-4	-10	-0.9	9%	-22%	-2%	26%
COc1ccc(-c2cc(C(=O)Nc3c(Cl)cccc3Cl)no2)cc1OC	9%	-1.1	-5	.	0.4	-6%	26%	-2%	-13%
COc1ccccc1NC(=O)CCS(=O)(=O)c1cc2c3c(c1)CCN3C(=O)CC2	2%[57.1 µM]	0.0	2	.	0.1	11%	20%[57.1 µM]	-4%	-24%
Cc1cc(=O)n2nc(N3CCCC(C(=O)NCc4cccc(Cl)c4)C3)sc2n1 (stereo not given)	-8%	-0.1	1	-22	-0.1	-22%	-10%	2%	-6%
Cc1c2cnn(CC(=O)NC(C)C)c(=O)c2c(C)n1Cc1ccccc1Cl	7%	0.1	-3	.	-0.5	0%	12%	3%	-24%
CCO[C@@H]1OC(C(=O)N2CCN(Cc3ccccc3)CC2)=C[C@H](c2coc3ccccc3c2=O)[C@H]1CCCO	13%[57.1 µM]	-0.4	-2	0	2.4	-17%	9%[57.1 µM]	14%	-9%
O=C(Cc1ccc(Cl)cc1)Nc1cccnc1	6%	-0.1	-5	13	1.5	14%	1%	-2%	-12%
C=C(C)CSc1nc2ncc(Cl)cc2[nH]1	-12%	0.0	3	10	0.2	2%	-16%	20%	-7%
CNS(=O)(=O)c1cc(S(=O)(=O)NC)c2cccc3c2c1NC3=O	65%[activator]	-3.2	8	5	-1.2	3%	18%	.	-20%
COCCn1c(CN2CCN(C(c3ccccc3)c3ccccc3)CC2)nc2c1c(=O)n(C)c(=O)n2C	5%	-0.2	1	-14	0.1	-1%	8%	-3%	-15%
Nc1ccc(S(=O)(=O)N2CCCC2C(=O)O)cc1 (stereo not given)	-5%	-0.9	10	-14	-1.9	-8%	7%	-8%	-7%
CC(=O)Nc1ccc(NC(=O)c2cc(-n3cnnc3)ccc2Cl)cc1	0%	0.4	1	.	.	-3%	20%	-1%	-20%
C=CC[n+]1c(-c2ccc(C)cc2)csc1NNC(=O)Nc1ccccc1	4%	-1.7	2	-1	-0.7	10%	14%	23%	-25%
COc1ccc(-c2nnc(Nc3ccc(OCC(N)=O)cc3)c3ccccc23)cc1	9%	-1.1	-8	.	-1.0	8%	3%	34%[activator]	-21%
CCN(c1ccc(NC(=O)COC(=O)/C=C/c2ccco2)cc1)C(C)C	-14%	.	.	.	.	3%	-10%	4%	-21%
Cc1ccc(C(C)C)cc1OCC(=O)Nc1ccc(N2CCCCC2)cc1	-3%	-0.1	3	-6	-0.3	-1%	2%	-8%	-25%
NS(=O)(=O)c1ccc(CCNC(=O)CN2CCN(c3ccccc3F)CC2)cc1	-4%[57.1 µM]	0.3	2	.	.	1%	1%[11.4 µM]	?	-6%
OC(CN1CCN(c2ccccc2)CC1)c1ccc2c(c1)CCN2 (stereo not given)	10%[57.1 µM]	-0.2	8	4	-2.7	4%	6%[57.1 µM]	4%	-8%
Cc1cc(C)c(S(=O)(=O)N2CCC(C(N)=O)CC2)cc1C	-3%	-0.1	1	-9	0.5	0%	9%	-6%	2%
CCCCNC(=O)CSc1nc2nc(C)c(Cc3ccccc3C)c(C)n2n1	11%[2.29 µM]	-0.6	3	.	.	0%	7%	-2%	-9%
CC1CCCN(CC(O)COCC2COc3ccccc3O2)C1 (stereo not given)	15%[57.1 µM]	0.1	4	13	-1.7	-2%	20%[57.1 µM]	2%	-17%
O=C(COC(=O)COc1ccc(Cl)cc1)NC1CC1	5%	-0.4	1	2	0.4	1%	39%	-4%	-20%
Cc1nn(CC(=O)NC(C)C)c(C)c1[N+](=O)[O-]	-1%	0.2	0	-16	0.1	5%	7%	-2%	-20%
O=C(N/N=C/c1ccccc1)c1ccc(NC(=O)c2ccc(F)cc2)cc1	12%[57.1 µM]	-1.1	2	0	-1.8	4%	38%[activator][57.1 µM]	1%	-16%
CCc1nn2c(=O)cc(COC(=O)c3cc(Cl)c(OC)c(OC)c3)nc2s1	2%	0.3	2	-6	-0.2	-1%	2%	10%	-3%
Cc1cc(N)ccc1NC(=O)c1ccccc1	-1%	-0.6	4	9	1.3	-5%	7%	1%	-3%
Cn1c(=O)[nH]c(=O)c2c1nc1n2CCCN1CCc1ccccc1	7%[57.1 µM]	-1.0	-3	-10	0.4	5%	21%[57.1 µM]	-9%	-4%
O=C1OC[C@@H]2CCCN2C(=O)[C@H](CC(=O)N(CCO)Cc2ccccc2)C/C=C\CC[C@H]1Cc1ccc(F)cc1	-11%	.	.	.	.	0%	4%	17%	-15%
CCOC(=O)c1ccccc1NC(=O)c1cccc(F)c1	-8%	-0.3	-2	0	0.9	1%	31%[57.1 µM]	-1%	0%
O=C(c1ccc(NS(=O)(=O)c2ccc(F)cc2)cc1)N1CCOCC1	-13%	0.2	-1	-6	0.2	1%	-10%	0%	-5%
CCOC(=O)c1ccc(NC(=O)N2CC3CCCN3c3ccccc32)cc1 (stereo not given)	-1%[57.1 µM]	0.4	-4	.	-0.2	13%	7%[57.1 µM]	14%	-17%
CCOC(=O)CNC(=O)CSc1nc(-c2ccc(C)cc2)ns1	-4%[57.1 µM]	0.0	-2	7	2.2	2%	14%[57.1 µM]	-11%	-1%
O=C(CSc1nc(-c2ccc(Cl)cc2)cs1)Nc1cccc([N+](=O)[O-])c1	2%	-0.8	-2	0	-0.7	-4%	0%	5%	-19%
NS(=O)(=O)c1ccc(CCNC(=O)CNC(=O)Cc2ccccc2)cc1	8%	-0.1	-1	24	0.0	4%	8%	-4%	-5%
Cc1c(NC(=O)Cc2ccc(Cl)cc2)cccc1-c1nc2cccnc2s1	-3%	-0.3	16	.	-0.7	32%[activator]	-2%	5%	-1%
CCOC(=O)c1ccccc1NC(=O)COC(=O)CCC(=O)N1CCOCC1	-7%	0.2	5	.	.	14%	-11%	-3%	1%
COc1ccc(NS(=O)(=O)c2cc3c4c(c2)C(C)C(=O)N4CCC3)cc1 (stereo not given)	-3%	0.0	1	-31	0.4	-5%	-14%	-10%	-25%
O=C(OCC(=O)N1CCN(C(=O)c2ccco2)CC1)c1cc(F)c(F)cc1Cl	-4%[2.29 µM]	.	.	.	.	-3%	-6%[2.29 µM]	3%	?
NC(=O)C1CCN(C(=O)CCc2ccsc2)CC1	2%	3.7	-5	18	0.7	0%	9%	-11%	-18%
Cc1ccc(N2CC(C(=O)OCc3nc(N)nc(Nc4ccccc4C)n3)CC2=O)cc1 (stereo not given)	-3%[57.1 µM]	-0.2	-1	11	-0.4	1%	15%	-1%	-10%
CCN1CCN(c2nc3c(C)cccn3c(=O)c2/C=C(\C#N)S(=O)(=O)c2ccccc2)CC1	-7%	0.8	11	37*	-0.2	-1%	-29%[57.1 µM]	?	-1%
O=[N+]([O-])c1cccc(S(=O)(=O)Nc2cccc(-c3ccc(N4CCOCC4)nn3)c2)c1	-9%	-0.6	9	3	-0.6	3%	-8%	-6%	-18%
O=C(Nc1ccc(NC(=O)c2ccc([N+](=O)[O-])o2)cc1Cl)c1ccco1	7%[0.0914 µM]	1.0	-5	40*	0.8	-5%	6%[57.1 µM]	-1%	3%
C=CCNC(=O)CSc1nc2ccccc2c(=O)n1CCc1ccc(OC)c(OC)c1	-4%	0.2	-5	0	1.5	0%	6%	7%	-15%
Cc1ccc(-c2ccc(=O)n(CCC(=O)N3CCN(c4ccccc4)CC3)n2)cc1	-3%[57.1 µM]	-0.5	1	6	-0.6	5%	5%[11.4 µM]	3%	-26%
COc1ccc(NC(=O)CSc2nc3nc(C)cc(C)n3n2)cc1	-3%&-4%[57.1 µM]	0.2&0.1	20&0	3	-0.1&0.3	-4%&-11%	-4%&2%[57.1 µM]	-3%&-4%	-21%&-23%
O=C(COC(=O)[C@H](Cc1ccccc1)NC(=O)c1cccs1)Nc1cc(F)ccc1F	-11%	-0.4	-4	-2	0.1	4%	-10%	22%	-21%
Cc1oc2ncn(CC(C)C)c(=O)c2c1C(=O)NCCc1ccc(Cl)cc1	0%	-0.6	11	.	-0.2	-7%	9%	-8%	?
